Source: PubChem BioAssay (National Center for Advancing Translational Sciences (NCATS))
KAT2A inh: qHTS Assay for Inhibitors of GCN5L2 | Histone acetyltransferase KAT2A (Homo sapiens), Q92830 | 0.21% of 390,000 active | AID 504327, 2011 | GCN5L2 HAT assay, ThioGlo1 CoA-SH fluorescence | Potency, µM (highest dose often 58.9 µM), without a hit: at the highest dose activity change, negative = inhibition, usual class: inhibitors
Target sequence (Q92830 whole entry, looked up): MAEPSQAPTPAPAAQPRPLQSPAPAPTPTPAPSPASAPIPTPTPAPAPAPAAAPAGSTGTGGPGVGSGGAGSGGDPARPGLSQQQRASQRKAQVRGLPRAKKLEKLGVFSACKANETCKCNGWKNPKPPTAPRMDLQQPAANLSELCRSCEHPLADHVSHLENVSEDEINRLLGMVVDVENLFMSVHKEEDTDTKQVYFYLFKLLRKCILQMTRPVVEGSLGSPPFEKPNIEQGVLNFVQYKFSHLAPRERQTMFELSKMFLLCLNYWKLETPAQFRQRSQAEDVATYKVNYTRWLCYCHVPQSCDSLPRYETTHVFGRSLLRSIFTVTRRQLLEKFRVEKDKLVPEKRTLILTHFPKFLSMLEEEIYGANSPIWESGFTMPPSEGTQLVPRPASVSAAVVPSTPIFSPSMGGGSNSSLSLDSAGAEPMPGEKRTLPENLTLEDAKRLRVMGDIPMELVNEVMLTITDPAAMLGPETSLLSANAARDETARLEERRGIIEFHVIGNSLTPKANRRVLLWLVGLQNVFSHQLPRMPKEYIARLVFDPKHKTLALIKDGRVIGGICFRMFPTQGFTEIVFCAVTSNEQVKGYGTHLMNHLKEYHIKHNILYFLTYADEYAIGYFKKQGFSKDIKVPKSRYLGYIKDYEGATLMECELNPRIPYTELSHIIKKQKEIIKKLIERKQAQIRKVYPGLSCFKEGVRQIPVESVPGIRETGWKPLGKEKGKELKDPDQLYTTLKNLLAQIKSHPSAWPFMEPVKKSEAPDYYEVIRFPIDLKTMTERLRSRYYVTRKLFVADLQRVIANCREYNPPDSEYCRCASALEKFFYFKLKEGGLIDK
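GCN5L2 (20nM final) in 50mM HEPES, 0.1mM EDTA pH 7.5, 0.01% Tween-20 was preincubated 15 min at room temperature with compound, then given ThioGlo1 (50uM), H3(1-25) peptide (75uM) and acetyl-CoA (70uM); CoA-thiol fluorescence (Ex340/Em540) was read at 0 and 20 min.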
TDP1 cell CPT: qHTS for Inhibitors of human tyrosyl-DNA phosphodiesterase 1 (TDP1): qHTS in cells in presence of CPT; chicken DT40 Tdp1-/-;hTDP1 cells + 20 nM CPT, ATP luminescence, 48 h; AID 686979, 2013; 12% of 420,000 active; Potency, µM (series often up to 46.2 µM), for inactives: at the top dose activity change, negative = growth inhibition, hits mostly inhibitors; further: nearly all actives have a fitted effect of over 55% in size
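Chicken DT40 Tdp1-/- cells stably complemented with human TDP1 were seeded at 400 cells/well in medium containing 20 nM camptothecin, exposed to pin-transferred compounds, and grown at 37 °C for at least 48 hr. Viability was read as ATP luminescence.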
FEN1 inhibitor: qHTS Assay for the Inhibitors of Human Flap endonuclease 1 (FEN1); Potency, µM (series often up to 114 µM), for inactives: at the top dose activity change, negative = inhibition, hits mostly inhibitors; Recombinant FEN1 flap cleavage, fluorescence, 15 min; 0.35% of 390,000 active; P39748; AID 588795, 2011; further: nearly all actives have a fitted effect of over 65% in size
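FEN1 at 10 nM preincubated with compounds 15 min at room temperature, then flap DNA substrate added at 50 nM final. Signal read at 0 and 15 min; concentration-response fitted with four-parameter Hill equation.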
* marks the source's active call; other numbers are inactive results; ? = inconclusive; . = not tested or not shown; & = joins results of further samples. The call rests on the fitted dose curve; in most records, active means well fitted curve in the direction sought with a large enough effect; inconclusive means small, poorly fitted or top-dose-only effect, or another doubt; inactive means no such curve, though single readings can be large; an effect the other way counts as inactive or inconclusive. On the % scale 0 is the no-effect control and ±100 the full control effect; potency means the concentration at half of the fitted maximal effect. Some of the compounds tested; the hit share may differ from the screen's.

SMILES | KAT2A inh | TDP1 cell CPT | FEN1 inhibitor
O=[N+]([O-])c1cnccc1Nc1ccc(F)cc1 | -2% | -4% | -3%
CCN(CC)C(=O)c1sc2c(c1C)c(=O)n(CCc1ccccc1)c(=O)n2Cc1ccc(C)cc1 | -1% | 21µM* | 9%
COc1ccc(S(=O)(=O)N2CCCCC2)cc1NC(=O)c1ccc(N2CCCC2=O)cc1 | -9% | -19% | 5%
COc1cc(NC(=O)c2cccc([N+](=O)[O-])c2C)ccc1NC(=O)c1ccco1 | -2% | 11% | -2%
Cc1ccccc1NC(=O)C(C)c1ccc(-c2ccccc2)c(F)c1 (configuration not stated) | 4% | ? | -1%
Cc1ccc(-n2nc(C(=O)O)cc2-c2ccc(Cl)cc2)cc1 | -3% | -1% | -5%
O=C(NCCCCC(NC(=O)C1CCCCC1)C(=O)O)c1ccccc1 (configuration not stated) | -1% | 6% | -3%
CCN(CC)CCNC(=O)CCCNC(=O)Cn1cnc2sc(C)c(C)c2c1=O | -7% | -2% | -11%
COc1cccc(/C=N/NC(=O)c2cccc([N+](=O)[O-])c2)c1OS(=O)(=O)c1ccc(C)cc1 | -9% | -16% | -2%
O=C(NCC1CCCO1)c1c(O)c2cccc3c2n(c1=O)CC3 (configuration not stated) | -4% | -22% | -2%
COc1cc(S(=O)(=O)N(Cc2ccco2)C2CCCC2)ccc1-n1cnnn1 | -3% | -25% | -18%
CC1(C)OC(=O)N(c2ccccc2)C12C=Cc1cc(Br)ccc1O2 (configuration not stated) | -4% | ? | -21%

Next section:
SMILES | KAT2A inh | TDP1 cell CPT | FEN1 inhibitor
CCOc1ccc(C(=O)Nc2ccc(N3CCN(C)CC3)cc2)cc1Br | 1% | ? | 0%
O=C(CN1C(=O)c2ccccc2S1(=O)=O)Nc1cccc(S(=O)(=O)N2CCCCC2)c1 | -12% | ? | -12%
Cc1ccc(C(=O)OCC(=O)NCc2ccc(Cl)cc2Cl)o1 | -6% | ? | 16%
COc1cc2ccc(=O)oc2c(OC)c1OC | -12% | -5% | .
Nn1cc(-c2ccccc2)nc1SCC(=O)Nc1ccc2c(c1)OCO2 | -2% | -17% | -1%
COC(=O)c1c(NC(=O)/C=C/c2ccc3c(c2)OCO3)sc(C)c1C | 10% | -7% | -9%
CCCc1cc(=O)[nH]c(SCC(=O)N(C)C2CCCCC2)n1 | 0% | 17% | -10%
Cc1sc2ncn(CC(=O)N3CCN(c4ccccc4F)CC3)c(=O)c2c1S(=O)(=O)N1CCC(C)CC1 | -5% | ? | 14%
CN(C1=NS(=O)(=O)c2ccccc21)c1ccc(OC(=O)c2ccncc2)cc1 | 0% | -17% | -16%
COc1ccc(CN(C)CC(=O)Nc2sc3c(c2C#N)CCC3)cc1OC | -3% | ? | 6%
CCOc1ccc(CNC(=O)CCC(=O)n2ncc3ccc(Cl)cc32)cc1 | -15% | 21% | 19%
O=C(N/N=C/c1ccc(-c2ccc([N+](=O)[O-])cc2)o1)C(O)c1ccccc1 (configuration not stated) | -6% | ? | -6%

(listing goes on)
SMILES | KAT2A inh | TDP1 cell CPT | FEN1 inhibitor
CC1CC(C)CN(C(=O)C2CCN(S(=O)(=O)c3cccc4cccnc34)CC2)C1 (configuration not stated) | -4% | -13% | -7%
CCc1nc2ccc(C(=O)N3CCN(c4ccc([N+](=O)[O-])cc4)CC3)cc2nc1CC | -7% | 16µM* | -21%
CCOC(=O)N1CCN(C(=O)COC(=O)CNC(=O)c2ccc(Cl)cc2Cl)CC1 | -6% | 11% | 2%
O=S(=O)(NC(=NCc1ccccc1)c1ccccc1)c1ccccc1 | 0% | -13% | -11%
CCOC(=O)N1CCC(n2c(SCC(=O)N3CCCC3)nc3ccccc3c2=O)CC1 | -10% | 23µM* | -9%
CC(C(=O)c1c[nH]c(C(N)=O)c1)c1ncc(C(F)(F)F)cc1Cl (configuration not stated) | -3% | 24% | 2%
CC1Cc2cc(S(=O)(=O)NCCc3ccccc3)ccc2N1C(=O)C1CC1 (configuration not stated) | -8% | 15µM* | -11%
CCN(CC)CCCNC(=O)c1sc2nc3n(c(=O)c2c1C)CCCCC3 | -4% | -16% | -2%
O=C(CCN1CCN(c2ccccc2F)CC1)Nc1ccccc1Cl | 16% | -24% | -3%
O=C(Nc1ccc2c(c1)OCO2)N1CCN(C(=O)C2CCCO2)CC1 (configuration not stated) | -1% | -22% | -5%
Cc1cccc(C(=O)NC2CC3CCC(C2)N3C)c1 (configuration not stated) | 3% | -12% | 1%
CC1CC(C)CN(C2CCCCC2NS(=O)(=O)c2ccc(Cl)cc2)C1 (configuration not stated) | -3% | ? | -1%

The results go on:
SMILES | KAT2A inh | TDP1 cell CPT | FEN1 inhibitor
COc1cc(CCC(=O)OCC(=O)Nc2c(C)cc(C)cc2C)cc(OC)c1OC | 0% | 6% | 4%
COc1ccc(S(=O)(=O)NC(N)=NCCc2ccc(OC)c(OC)c2)cc1C | -1% | -4% | 2%
O=C(O)c1ccc(NC(=O)[C@H](Cc2ccc(O)cc2)NC(=O)c2ccccc2)cc1 | -1%&6% | -14% | .
Fc1ccc(OCCOCCNCC2CCCO2)cc1 (configuration not stated) | 1% | -8% | 9%
O=C(COc1ccc2c3c(c(=O)oc2c1)CCC3)Nc1ccc(CCO)cc1 | -2% | -23% | 13%
O/N=C/c1cn(-c2ccccc2)nc1-c1ccc2c(c1)OCCO2 | -2% | -11% | -13%
CN1N=C(C(=O)N2CCCC(C(=O)c3cccc(C(F)(F)F)c3)C2)CCC1=O (configuration not stated) | -14% | 6% | -2%
CCCN1C(=O)/C(=C/c2ccc(N3CCCC3)c(C)c2)NC1=S | -24% | 16µM* | ?
O=C(c1ccco1)N(c1ccccn1)c1ccccn1 | 2% | -2% | 1%
Fc1ccc(C(c2nnnn2C2CCCC2)N2CCc3ccccc32)cc1 (configuration not stated) | -6% | ? | -6%
COc1cc(NC(=O)C(Cc2ccccc2)NS(=O)(=O)c2cccc3nsnc23)cc(OC)c1 (configuration not stated) | -10% | 16µM* | -18%
Cc1cc(Cl)cc2c1NC(=O)[C@]21[C@@H]2C(=O)N(Cc3ccccc3)C(=O)[C@@H]2[C@@H]2CCCN21 | -3%&-15% | -24% | -3%

Entries shown so far with an aryl methoxy group (9):
SMILES | KAT2A inh | TDP1 cell CPT | FEN1 inhibitor
COc1ccc(S(=O)(=O)N2CCCCC2)cc1NC(=O)c1ccc(N2CCCC2=O)cc1 | -9% | -19% | 5%
COc1cc(NC(=O)c2cccc([N+](=O)[O-])c2C)ccc1NC(=O)c1ccco1 | -2% | 11% | -2%
COc1cccc(/C=N/NC(=O)c2cccc([N+](=O)[O-])c2)c1OS(=O)(=O)c1ccc(C)cc1 | -9% | -16% | -2%
COc1cc(S(=O)(=O)N(Cc2ccco2)C2CCCC2)ccc1-n1cnnn1 | -3% | -25% | -18%
COc1cc2ccc(=O)oc2c(OC)c1OC | -12% | -5% | .
COc1ccc(CN(C)CC(=O)Nc2sc3c(c2C#N)CCC3)cc1OC | -3% | ? | 6%
COc1cc(CCC(=O)OCC(=O)Nc2c(C)cc(C)cc2C)cc(OC)c1OC | 0% | 6% | 4%
COc1ccc(S(=O)(=O)NC(N)=NCCc2ccc(OC)c(OC)c2)cc1C | -1% | -4% | 2%
COc1cc(NC(=O)C(Cc2ccccc2)NS(=O)(=O)c2cccc3nsnc23)cc(OC)c1 (configuration not stated) | -10% | 16µM* | -18%

Going on with the list:
SMILES | KAT2A inh | TDP1 cell CPT | FEN1 inhibitor
Cc1ccc(CCCOC(=O)C[N+]2(C)CCOCC2)cc1 | -8% | -17% | -1%
O=C(CS(=O)(=O)c1ccccc1)Nc1ncc([N+](=O)[O-])s1 | -8% | -3% | 2%
Cc1nn(-c2ccccc2)cc1C(c1c(N)[nH]c(=S)[nH]c1=O)c1c(N)[nH]c(=S)[nH]c1=O | -5% | 1% | 4%
CC1=NN(c2ccc([N+](=O)[O-])cc2)C(c2ccccc2)C1 (configuration not stated) | -4% | ? | -25%
CC(=O)Nc1ccc(S(=O)(=O)N2CCC(c3nc4c(nnn4Cc4ccccc4Cl)c(=O)[nH]3)CC2)cc1 | -4% | 26% | -20%
CC1CC(C)CN(C(=O)CCc2nnc3ccc(N4CCCCC4)nn23)C1 (configuration not stated) | 3% | ? | -4%
C=C(C)CNC(=S)N/N=C/c1ccc([N+](=O)[O-])cc1 | -2% | -19% | 2%
O=C(Nc1cc([N+](=O)[O-])ccc1O)c1cccc([N+](=O)[O-])c1 | -1% | -29% | 26%
Cc1nn(-c2ccccc2)c(N2CCCC2)c1/C=N/n1cnc2scc(-c3ccccc3)c2c1=O | -17% | 10µM* | 14%&-1%
COc1ccc(C(C(=O)NCc2ccccc2)N(C(=O)c2snc(C(N)=O)c2N)C2CCCC2)cc1 (configuration not stated) | -4% | 6% | -22%
Cc1nc(-c2ccc3c(c2)OCCCO3)cs1 | -1% | 4% | -3%
CCCCn1c(SCC(=O)NCCc2ccc(OC)c(OC)c2)nc2c1c(=O)n(C)c(=O)n2C | 0% | 1% | -3%

Further records.
SMILES | KAT2A inh | TDP1 cell CPT | FEN1 inhibitor
Cc1ccsc1S(=O)(=O)N1CCCC(CCC(=O)NCc2ccccc2F)C1 (configuration not stated) | 2% | ? | -20%
O=S(=O)(c1ccc(C(F)(F)F)cc1)N1CCN(CCc2ccccc2)CC1 | -9% | -11% | 1%
COc1ccc2nc(SCC(=O)/C(C#N)=C(\C)N)[nH]c2c1 | -2% | -11% | -1%
COc1cc(C=O)c(Br)cc1OCc1ccc(C)cc1 | -12% | -20% | -4%
CC(OC(=O)CCCOc1ccccc1)C(=O)NC(N)=O (configuration not stated) | -6% | 4% | 0%
O=C(O)C12CC3CC(C1)CC(n1ncc(NCc4ccco4)c(Cl)c1=O)(C3)C2 | -15% | 9% | -2%
COC(=O)c1ccc(C(=O)OC)c(NC(=O)CN2CCC(C)CC2)c1 | 3% | -21% | 0%
CCOC(=O)C1=C(C)NC(=O)NC1c1ccc(F)cc1 (configuration not stated) | 0% | 2% | 20%
CCOC(=O)Nc1n[nH]c(NC(=O)OCC)c1[N+](=O)[O-] | -17% | 3% | 2%
Cn1cc(Cc2ccccc2)c(=O)c(Cc2ccccc2)c1 | . | -21% | -2%
Cc1ccccc1NC(=S)NC(=O)c1cc(-c2ccccc2)nc2ccccc12 | -4% | ? | -22%
COc1cccc(CNC(=O)CN(C)S(=O)(=O)c2cnc[nH]2)c1 | 2% | -19% | 17%

More structures
SMILES | KAT2A inh | TDP1 cell CPT | FEN1 inhibitor
CCCC(=O)Nc1cccc(NC(=O)c2ccc3c(c2)OCCO3)c1 | 0% | ? | -14%
O=S(=O)(NNc1ncc(C(F)(F)F)cc1Cl)c1ccc(F)cc1F | 2% | ? | 15%
CCCCN(CCCNC(=O)c1cc(Nc2cccc(SC)c2)nc2ccccc12)Cc1ccccc1 | -13% | 6.5µM* | ?
Cc1ccc(C(=O)NC(=O)CSc2ncccc2C(=O)O)cc1 | -2% | 10% | -1%
O=C(Nc1ccccc1)c1cc(N2CCOCC2)nc2ccccc12 | 0% | -17% | 9%
CCOC(=O)C(Cc1ccccc1)NC(=O)Cn1nnc(-c2ccc(SC)cc2)n1 (configuration not stated) | -19% | -11% | 1%
CC(=O)C1=C(O)C(=O)N(c2ccc(Br)cn2)C1c1cccc([N+](=O)[O-])c1 (configuration not stated) | -11% | 1% | 19%
CC(=O)Nc1ccc(S(=O)(=O)N(C)CC(=O)OCC(=O)N2CCCC2=O)cc1 | -2% | 0% | -3%
CCCCNC(=O)C(=O)N/N=C/c1cccc(Br)c1 | -5% | -3% | 11%
COc1ccc(CN(C)C2CCN(C)CC2)cc1OC | -1% | 10% | -1%
CCO[C@@H]1OC(C(N)=O)=C[C@H](c2ccc3c(c2)OCO3)[C@H]1CCCO | 0% | 16% | -1%
CC1Cc2ccccc2N1C(=O)CSc1nc2c(c(=O)n(C)c(=O)n2C)n1Cc1ccccc1 (configuration not stated) | -2% | 23µM* | -10%

The list continues:
SMILES | KAT2A inh | TDP1 cell CPT | FEN1 inhibitor
CC(C)(C)c1ccc(C(=O)N2CCN(C(=O)c3cccs3)CC2)cc1 | 0% | ? | -7%
Cc1ccc(-c2onc(C)c2C)cc1S(=O)(=O)N1CCOc2ccccc21 | -12% | 18µM* | -22%
COc1cc([N+](=O)[O-])ccc1NC(=O)CC1SC(=Nc2ccc(F)cc2)N(CCC2=CCCCC2)C1=O (configuration not stated) | -10% | 16µM* | 1%
COC(=O)COc1ccc(-c2nccc(-c3ccc(Br)cc3)n2)cc1 | 1% | 21µM* | 9%
